High-throughput results (PubChem BioAssay)
Sm TGR inh – qHTS Assay for the Inhibitors of Schistosoma Mansoni Peroxiredoxins; Schistosoma mansoni thioredoxin glutathione reductase (TGR), Q962Y6; purified TGR, DTNB reduction, TNB absorbance 405 nm; Potency, µM (series often up to 114 µM), for the others: at the top dose activity change, negative = inhibition, usual class: inhibitors; hit rate 3% among 360,000; also: potency is read from the fitted curve at half-maximal effect; nearly all actives have a fitted effect of over 60% in size
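First, TGR (20 nM dispensed) and NADPH were mixed with compound. Second, a 15 min room-temperature incubation followed. Third, further NADPH and then DTNB were added to start the reaction. Finally, TNB absorbance was monitored kinetically.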
HCV inh – qHTS Assay for Inhibitors of Hepatitis C Virus (HCV) | Huh7.5.1 HCVcc-Cre infection, luciferase reporter, 44 h | Potency, µM (highest dose often 41.8 µM), without a hit: at the top dose activity change, negative = inhibition, hits mostly inhibitors | hit rate 3.4% among 340,000; also: potency is read from the fitted curve at half-maximal effect
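Cells (1,000/well) were plated 4 h before compound, then infected with HCVcc-Cre virus (~0.5 moi). After 44 h further culture, infection was read as luciferase luminescence following a 15 min substrate incubation at room temperature.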
HCMV antiviral – qHTS Assay for inhibitors of the human cytomegalovirus (HCMV); activity change, negative = inhibition, % at 57.5 µM; HFF cells, HCMV-luciferase reporter, 72 h; active compounds read low; hit rate 4.5% among 410,000; in the data active = activity change below about -60%; inconclusive = no clear call, values can overlap the other calls; inactive = above about -39%
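HFF cells seeded 16 h at 37C, treated with compounds, infected with luciferase-reporter HCMV at MOI 1 PFU/cell; luciferase read at 72 h post infection, normalized to buffer-only and Salinomycin controls.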
AmpC no deterg – qHTS Inhibitors of AmpC Beta-Lactamase (assay without detergent). AmpC nitrocefin hydrolysis, absorbance 480 nm, 0.0001% Triton. Potency, µM (top dose mostly 57.1 µM), for inactives: at the highest dose activity change, negative = inhibition, most hits filed as inhibitors. hit rate 0.52% among 330,000. AID 485341, 2010;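 also: potency is read from the fitted curve at half-maximal effect; plate controls were no compound for no effect and no enzyme for full effect; nearly all actives have a fitted effect of over 20% in size; some results filed as inactive show a strong effect at the top dose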
Target sequence (P00811 whole entry, looked up): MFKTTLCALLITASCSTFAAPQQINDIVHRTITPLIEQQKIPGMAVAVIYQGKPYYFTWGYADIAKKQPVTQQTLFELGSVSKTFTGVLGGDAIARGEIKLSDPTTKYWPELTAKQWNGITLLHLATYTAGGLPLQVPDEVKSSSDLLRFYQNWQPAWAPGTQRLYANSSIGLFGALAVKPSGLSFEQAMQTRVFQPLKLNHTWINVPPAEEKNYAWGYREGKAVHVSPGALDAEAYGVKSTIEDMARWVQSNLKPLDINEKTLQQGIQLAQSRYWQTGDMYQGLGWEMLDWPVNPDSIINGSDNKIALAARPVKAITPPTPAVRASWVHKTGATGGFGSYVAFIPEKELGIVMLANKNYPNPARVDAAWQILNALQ
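20 mM phosphate pH 7.0 + 0.01% (detergent screen) or 0.0001% Triton X-100; 5.3 nM AmpC reagent; cpd preinc 15 min RT; nitrocefin (800 uM stock) to start; A480 q20 s × 4 min; Activity was normalised to no-enzyme and no-compound control wells.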
FBPA Giardia inh – qHTS Assay for Inhibitors of Fructose-1,6-bisphosphate Aldolase from Giardia Lamblia. A8B2U2. purified Giardia FBPA. Potency, µM (top dose mostly 59.6 µM), without a hit: at the highest dose activity, negative = inhibition, hits mostly inhibitors. hit rate 0.71% among 290,000. AID 2451, 2010; also: potency is read from the fitted curve at half-maximal effect; nearly all actives have a fitted effect of over 55% in size
Target sequence (A8B2U2 whole entry, looked up): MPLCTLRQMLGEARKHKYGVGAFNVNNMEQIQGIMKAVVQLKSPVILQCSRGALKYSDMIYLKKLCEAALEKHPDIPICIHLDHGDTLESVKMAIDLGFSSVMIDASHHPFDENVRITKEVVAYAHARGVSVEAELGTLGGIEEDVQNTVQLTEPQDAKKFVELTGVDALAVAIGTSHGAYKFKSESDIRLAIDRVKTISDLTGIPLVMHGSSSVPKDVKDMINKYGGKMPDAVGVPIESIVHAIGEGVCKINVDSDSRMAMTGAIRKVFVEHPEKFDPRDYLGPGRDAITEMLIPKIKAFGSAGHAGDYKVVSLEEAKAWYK
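40 nM FBPA preincubated 10 min at RT with compound (up to 57.5 uM final), then substrate plus GAPDH/TPI/NAD/arsenate coupling and diaphorase/resazurin added. Fluorescence read after 20 min at RT, 525/598 nm.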
AmpC detergent – qHTS Inhibitors of AmpC Beta-Lactamase (assay with detergent); Potency, µM (top dose mostly 114 µM), inactives show at the highest dose activity change, negative = inhibition, actives largely listed as inhibitors; hit rate 0.041% among 370,000; AmpC hydrolysis of nitrocefin, absorbance 480 nm, 0.01% Triton; P00811; AID 485294, 2010;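 also: potency is read from the fitted curve at half-maximal effect; 0% = no-compound wells and -100% = no-enzyme wells; nearly all actives have a fitted effect of over 25% in size; some results filed as inactive show a strong effect at the top dose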
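AmpC (5.3 nM in the dispensed reagent) in 20 mM phosphate pH 7.0 with 0.01% (detergent screen) or 0.0001% Triton X-100 was preincubated with compounds for 15 min at room temperature. Nitrocefin was then added from an 800 uM solution, and hydrolysis was followed at 480 nm.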
Active calls of the source: *; u = inconclusive; x = not tested or not shown; [ ] = dose if it differs, or a comment. Unless noted, calls follow the shape of the dose curve; as a rule, active = well fitted curve in the direction sought with a large enough effect; inconclusive = small, poorly fitted or top-dose-only effect, or another doubt; inactive = no such curve, though single readings can be large; an effect the other way counts as inactive or inconclusive. Unless noted, % is scaled to controls: 0 for no effect and ±100 for the full control effect.

SMILES	Sm TGR inh	HCV inh	HCMV antiviral	AmpC no deterg	FBPA Giardia inh	AmpC detergent
Cc1ccc(C)c(OCC(=O)Nc2cc(NC(=O)COc3cc(C)ccc3C)cc(C(=O)O)c2)c1	0%	14%	-13	90%[activator]	17%	0%
CC(=O)N1CCN(S(=O)(=O)c2c(F)cc(F)c(Cl)c2F)CC1	-8%	-19%	-24	-2%	3%	-5%
Cc1cccc(NS(=O)(=O)c2cc(C(=O)N3CCCCCC3)ccc2C)c1	-2%	7%	-12	1%	2%	u
NC(=O)CCS(=O)(=O)c1ccccc1	-28%	26%	-2	-22%	5%	u
Oc1c(C(c2cccc(F)c2)N2CCN(Cc3ccccc3)CC2)sc2ncnn12 (stereo unspecified)	-5%	15%	14	101%[activator]	-14%	u
C[C@]12CCC(=O)CC1CCC1C2CC[C@@]2(C)C1CC[C@@]21CCO1 (stereo partly specified)	20%	15%	-28	0%	0%	0%
Cc1ccc(NC(=S)C2=C(O)c3sccc3N(C)S2(=O)=O)cc1	-5%	18%	95	-35%	15%	2%
Cn1c2ccccc2c(=O)c2c(=O)n(Cc3ccco3)c(-c3ccc(Cl)cc3Cl)nc21	14µM*	x	x	-42%	0%	-12%
O=C(O)CC1(CC(=O)NCc2cc(F)cc3c2OCOC3)CCCCC1	6%	5%	1	-20%	1%	0%
COC(=O)c1ccccc1NC(=O)CSc1[nH]c(=O)cc(C)c1C#N	5%	-2%	-13	-7%	7%	6%
O=C(Nc1ccccc1SCC1CSc2nc3ccccc3c(=O)n21)c1ccccc1 (stereo unspecified)	-20%	1%	-70*	u	0%	-2%
O=C(Cn1nnc(-c2ccccc2-n2cnnn2)n1)NCc1ccccc1	5%	u	-1	-7%	0%	-1%
COc1ccc(OC)c(NC(=O)CSc2nc(=O)n(CCN3CCOCC3)c3c2CCCC3)c1	-17%	-2%	-8	180%[activator]	x	0%
Cc1noc(C)c1CSCC(=O)N1CCN(c2ccc(F)cc2)CC1	-8%	u	-60*	8%	1%	-15%
O=C(c1cccc(F)c1)N1CCN(c2ccc([N+](=O)[O-])c(N3CCOCC3)c2)CC1	2%	-18%	24	42%	0%	-8%
CCOC(=O)CN(C(=O)CSc1nnc2c(n1)[nH]c1c(C)cc(C)cc12)c1ccccc1	0%	x	0	-12%	-1%	u
CCC(C)(C)n1nnnc1C(c1ccc(F)cc1)N1CCN(C(=O)c2ccco2)CC1 (stereo unspecified)	-7%	2%	-24	70%[activator]	-3%	u
CC1CCN(C(=O)CSc2nncn2C)CC1	3%	0%	5	-18%	6%	u
C=CCOc1c(CNc2cccc(C(=O)O)c2)cccc1OCC	-19%	17%	-81*	-23%	23%	-13%
COc1ccc(S(=O)(=O)N(CC(=O)Nc2ccc(OC)cc2OC)c2ccc(Cl)cc2)cc1	9%	x	-25	x	x	10%
CCCC(C(=O)Nc1cc(C)c(Cl)cc1OC)N1Cc2ccccc2C1=O (stereo unspecified)	7%	x	-7	x	x	-1%
N#Cc1nc(-c2ccco2)oc1N1CCOCC1	-26%	u	-25	-11%	-2%	-6%
Cc1ccc(C(=O)Oc2ccc(C(=O)COC(=O)c3cnccn3)cc2)cc1	15%	21%	-9	-11%	5%	1%
Cc1sc2ncnc(N3CCC(C(=O)Nc4nc5ccc(Cl)cc5s4)CC3)c2c1C	-5%	1%	37	9%	x	0%
CC1(C)CC(NS(=O)(=O)c2ccc3ccccc3c2)CC(C)(C)N1	1%	-16%	-21	-21%	8%	1%
OCCCCNCc1ccc(OCc2ccccc2)cc1	u	u	-35	1%	-6%	0%
CC(SC1CCCC1)C(=O)NC(C)(C#N)C(C)C (stereo unspecified)	9%	5%	-9	-11%	10%	-7%
COC(=O)c1cn(-c2ccccc2)nc1-c1ccncc1	5%	0%	33	-8%	9%	-1%
Cc1ccc(Cl)cc1OCC(=O)NCCOC(=O)Nc1sc(=S)n(C)c1C	-11%	u	-3	17%	0%	-11%
O=C(O)c1ccnc2c(O)cccc12	-15%	x	x	0%	x	-7%

Grouped by structure, those above with an aryl thioether with sulfur outside any ring.
SMILES	Sm TGR inh	HCV inh	HCMV antiviral	AmpC no deterg	FBPA Giardia inh	AmpC detergent
COC(=O)c1ccccc1NC(=O)CSc1[nH]c(=O)cc(C)c1C#N	5%	-2%	-13	-7%	7%	6%
O=C(Nc1ccccc1SCC1CSc2nc3ccccc3c(=O)n21)c1ccccc1 (stereo unspecified)	-20%	1%	-70*	u	0%	-2%
COc1ccc(OC)c(NC(=O)CSc2nc(=O)n(CCN3CCOCC3)c3c2CCCC3)c1	-17%	-2%	-8	180%[activator]	x	0%
CCOC(=O)CN(C(=O)CSc1nnc2c(n1)[nH]c1c(C)cc(C)cc12)c1ccccc1	0%	x	0	-12%	-1%	u
CC1CCN(C(=O)CSc2nncn2C)CC1	3%	0%	5	-18%	6%	u

The listing continues:
SMILES	Sm TGR inh	HCV inh	HCMV antiviral	AmpC no deterg	FBPA Giardia inh	AmpC detergent
CCc1ccc(NC(=O)Cn2c(=O)n(CCC(=O)NCCc3ccc(Cl)cc3)c(=O)c3ccccc32)cc1	-1%	x	-14	x	x	20%
CCCCC(=O)Nc1nnnn1CCC	1%	23%	-16	-17%	-4%	u
COc1ccc(-c2nc(CS(=O)(=O)CC(=O)NCc3ccc(F)cc3)c(C)o2)cc1	u	-18%	19	86%[activator]	9%	-8%
CC[n+]1c(/C=C/Nc2ccccc2)sc2ccccc21	-2%	0%	-16	-11%	-2%	u
O=C(O)[C@H]1CCCN1C(=O)c1ccccc1N1C(=O)[C@@H]2Cc3c([nH]c4ccccc34)C(c3cccc(Cl)c3)N2C1=O (stereo partly specified)	-15%	-2%	-6	-43%	9%	-8%
CCc1ccccc1NC(=O)Cn1nc(N2CCN(c3ccccc3OC)CC2)ccc1=O	7%	x	-1	x	x	-3%
CCCNC(=O)C(Cc1ccc(OC)cc1)NC(=O)c1ccc(C#N)cc1 (stereo unspecified)	-25%	3.2µM*	5	0%	x	-7%
COc1cc(C(C)=O)cc(OC)c1O	x	0%	14	x	-28%	x
CCOc1cc(/C=N/NC(=O)c2ccc(CSc3nncn3C)cc2)ccc1OCC(=O)N1CCOCC1	-8%	-15%	-10	80%[activator]	1%	-2%
CCN(CC)c1ccc(S(=O)(=O)N2CCOCC2)cc1NC(=O)c1cc(=O)c2ccccc2o1	-13%	-12%	-3	-15%	2%	u
COc1ccc(OC)c(CNC(=O)CCC(=O)N2Cc3cccc(OC)c3Oc3ncccc32)c1	-4%	-9%	-8	72%[activator]	3%	1%
CCCCCCSC1=C(C#N)C(c2ccc(O)cc2)CC(=O)N1 (stereo unspecified)	2%	u	-26	-51%	-2%	2%
CCN(CC)S(=O)(=O)c1ccc2c(c1)N(CC(=O)N1CCCC1)C(=O)CO2	-3%	6%	26	-2%	2%	3%
CSc1ccccc1NC(=O)CCS(=O)(=O)c1nc(-c2cccs2)cc(C(F)(F)F)n1	13µM*	x	3	x	x	7%
CCOC(=O)N1CCN(c2c(NCCCN3CCCC(C)C3)c(=O)c2=O)CC1 (stereo unspecified)	0%	11%	-1	-11%	3%	-3%
Cc1ccc(C(=O)NCc2ccccc2)c(F)c1F	x	-2%	10	-12%	2%	0%
COc1ccc(CN(C(=O)Nc2ccc(C)c(F)c2)C2CCN(C(C)=O)CC2)cc1	2%	x	2	x	x	15%
Cc1ccc(Nc2nc(-c3sc(NC(=O)c4ccc([N+](=O)[O-])cc4)nc3C)cs2)cc1	-19%	x	x	u	-11%	-9%
CC(=NCCc1ccccc1)c1c(O)n(C)c(=O)n(C)c1=O	-5%	16%	u	11%	-7%	2%
O=C(CCCCCn1c(=S)[nH]c2ccccc2c1=O)N1CCC2(CC1)OCCO2	0%	-5%	-23	35%	0%	u
CCn1c(=S)[nH]c2cc(S(=O)(=O)N3CCCCC3)ccc21	-2%	-10%	87	-37%	5%	0%
Cc1ccccc1NC(=O)COC(=O)CN1C(=O)NC(C)(C)C1=O	-2%	6%	13	-9%	1%	2%
CCC(C)/C(C)=N/NC(=O)c1cn(-c2ccccc2)nc1-c1ccccc1 (stereo unspecified)	3%	37%[activator]	-19	-40%	2%	u
O=S(=O)(c1ccc(-c2csc(-c3cccnc3)n2)cc1)N1CCCC1	0%	-27%	u	8%	1%	u
Cc1ccc(CNC(=O)N[C@@H](Cc2ccccc2)C(=O)O)cc1	2%	u	48	-14%	-2%	-15%
COc1ccc(S(=O)(=O)N/N=C(/C)c2ccco2)cc1	-12%	3%	28	18%	x	-5%
CCc1nnc(NC(=O)CSc2nnc(C)c(=O)n2N)s1	1%	14%	20	-6%	x	-11%
CCOC(=O)C(=CNc1cc(OC)ccc1-n1cccc1)C(=O)OCC	-14%	u	-22	28%	3%	5%
OCC[N+]12CCC(CC1)C(C(O)(c1ccccc1)c1ccccc1)C2 (stereo unspecified)	3%	-15%	25	-1%	-1%	2%
Cc1ccc(NC(=S)N/N=C/c2c(Cl)cccc2Cl)c(C)c1	-4%	u	-31	-26%	1%	-18%

Whole records as entered above.
O=C(c1cccc(F)c1)N1CCN(c2ccc([N+](=O)[O-])c(N3CCOCC3)c2)CC1 in the list: Sm TGR inh = 2%; HCV inh = -18%; HCMV antiviral = 24; AmpC no deterg = 42%; FBPA Giardia inh = 0%; AmpC detergent = -8%
OCCCCNCc1ccc(OCc2ccccc2)cc1 in the list: Sm TGR inh = u; HCV inh = u; HCMV antiviral = -35; AmpC no deterg = 1%; FBPA Giardia inh = -6%; AmpC detergent = 0%

Further entries follow.
SMILES	Sm TGR inh	HCV inh	HCMV antiviral	AmpC no deterg	FBPA Giardia inh	AmpC detergent
CN(CC(=O)Nc1c(F)cccc1F)Cc1cccs1	-5%	-7%	-30	-23%	-12%	-5%
O=C(NCC(=O)N1CCCCC1)c1ccc2ccccc2c1	-21%	2%	53	3%	x	2%
O=C(Cc1ccccc1)c1c[nH]c(C(=O)NC2CCCC2)c1	2%	-11%	19	-18%	3%	7%
Cc1ccc(CNC(=O)CCc2c(C)nc3c(-c4ccc(F)cc4)c(C)nn3c2C)cc1	2%	x	2	x	x	-6%
COC(=O)c1sc(S(=O)(=O)N2CCC(C(N)=O)CC2)c(C(=O)OC)c1C	-13%	18%	92	4%	11%	1%
CCC1(c2ccccc2)NC(=O)N(CC(=O)Nc2ccc(N3CCCC3)cc2C)C1=O (stereo unspecified)	0%	u	-11	18%	x	u
O=C(COC(=O)C1CC1)NCc1ccccc1Cl	20%	3%	19	-5%	-1%	2%
O=c1cc(O)c2c(=O)n(C3CCCCC3)c3ccccc3c2o1	-2%	8%	-9	-17%	28%	-13%
Cn1c(=O)[nH]c(=O)c2c1nc(N1CCCCCC1)n2CCSc1nc2ccccc2[nH]1	-6%	-10%	u	-9%	-5%	-3%
CS(=O)(=O)N(CC(=O)N1CCOCC1)c1ccc(Cl)cc1	-21%	16%	35	1%	7%	-9%
COCCN(CC(=O)NC1CCCCC1)C(=O)CCCC(=O)Nc1ccccn1	x	12%	-30	-17%	0%	5%
COCCN1C(=O)NC(=O)/C(=C\c2ccc(F)cc2)C1=O	u	-10%	-24	-14%	-5%	-2%
